KB-V1 cytotox: qHTS assay for MDR1-selective chemotherapeutics: Primary screen using the drug-selected MDR subline cells KB-V1; KB-V1 MDR cells viability, CellTiter-Glo, 72 h; Potency, µM (titrated, usually from 46.1 µM), for inactives: top-dose activity change, negative = cytotoxicity, usual class: cytotoxic; 3.4% of 400,000 active; AID 1347076, 2019; also: potency is read from the fitted curve at half-maximal effect; % is scaled to controls: 0 for no effect and ±100 for the full control effect; nearly all actives have a fitted effect of over 60% in size
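Cytotoxicity toward P-gp-expressing KB-V1 cells was determined as loss of CellTiter-Glo luminescence after 72 h at 37 degrees C. Compounds were tested in quantitative HTS format across a concentration range, with curves fitted to normalized data.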
DRD3 agonist: qHTS of D3 Dopamine Receptor Agonist: qHTS | D(3) dopamine receptor (Homo sapiens), P35462 | D3R DiscoveRx beta-arrestin cells, luminescence, 90 min | max activation, % | 0.58% of 410,000 active | AID 652048, 2013; in the data active = max activation above about 30%; also: 0% is about no effect; mostly tested at two doses, the higher about 12 µM
Target sequence (P35462 whole entry, looked up): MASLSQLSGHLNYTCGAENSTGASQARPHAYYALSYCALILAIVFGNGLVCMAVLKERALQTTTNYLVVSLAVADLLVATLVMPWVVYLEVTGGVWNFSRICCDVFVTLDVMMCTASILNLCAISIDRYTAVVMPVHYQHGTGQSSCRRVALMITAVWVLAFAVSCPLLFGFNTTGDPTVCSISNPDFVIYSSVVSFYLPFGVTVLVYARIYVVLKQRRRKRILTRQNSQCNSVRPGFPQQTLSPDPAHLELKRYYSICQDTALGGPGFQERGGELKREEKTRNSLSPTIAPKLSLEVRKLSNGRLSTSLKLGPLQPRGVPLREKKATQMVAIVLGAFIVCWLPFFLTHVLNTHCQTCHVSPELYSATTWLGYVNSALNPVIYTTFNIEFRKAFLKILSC
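Agonist-mode cell screen: cells plated at 1500/well and incubated overnight at 37 °C, then exposed to library compounds for 90 min at 37 °C. Detection reagent was added for 30–60 min at room temperature, and luminescence was read.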
KB-3-1 tox: qHTS assay for MDR1-selective chemotherapeutics: Primary screen using the parental adenocarcinoma cell KB-3-1; KB-3-1 viability, CellTiter-Glo ATP luminescence, 72 h; Potency, µM (titrated, usually from 46.1 µM), for inactives: top-dose activity change, negative = cytotoxic, usual class: cytotoxic; 1.4% of 400,000 active; AID 1347075, 2019; also: potency is read from the fitted curve at half-maximal effect; % is scaled to controls: 0 for no effect and ±100 for the full control effect; nearly all actives have a fitted effect of over 60% in size
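Cytotoxicity measured as CellTiter-Glo luminescence after 72 h at 37 C. Compound titrations were pinned onto drug-naive KB-3-1 parental adenocarcinoma cells grown in DMEM with 10% FBS, and normalized data fitted to concentration-response curves.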
HEK293 tox: qHTS of GLP-1 Receptor Inverse Agonists: Cytotox Screen; HEK293 cAMP-luciferase reporter cells, luminescence, 24 h; Potency, µM (titrated, usually from 38.3 µM), for inactives: at the highest dose activity change, negative = inhibition, most hits filed as inhibitors; 0.13% of 410,000 active;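 also: loss of luciferase light is scored as toxicity; potency is read from the fitted curve at half-maximal effect; % is scaled to controls: 0 for no effect and ±100 for the full control effect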
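Cells in DMEM/10% Nu serum/1% pen-strep, 1536-well format. Pre-incubated 12 h, dosed with 23 nL compound, incubated a further 24 h. Luciferase detection, 12 min at room temp, luminescence.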
HT1080-NT tox: qHTS for induction of synthetic lethality in tumor cells producing 2HG: qHTS for the HT-1080-NT fibrosarcoma cell line. HT-1080-NT fibrosarcoma viability, CellTiter-Glo ATP luminescence, 48 h. Potency, µM (highest dose often 46.1 µM), inactives show top-dose activity, negative = less viability, actives largely listed as cytotoxic. 1.6% of 360,000 active. AID 686970, 2013;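 also: NT is the 2HG producing partner of a matched IDH1 knockdown line; potency is read from the fitted curve at half-maximal effect; 0% = DMSO-treated cells and -100% = media-only wells without cells; nearly all actives have a fitted effect of over 55% in size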
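HT-1080-NT fibrosarcoma cells (2HG-overproducing), 750 cells/well in RPMI with 5% FBS, dosed after 2 h and incubated 48 h at 37C. CellTiter-Glo luminescence normalized to DMSO and no-cell wells; concentration-response curves fitted and classed.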
SW480 rerep: A quantitative high throughput screen for small molecules that induce DNA re-replication in SW480 colon adenocarcinoma cells; SW480 DNA re-replication, Hoechst DNA content imaging, 48 h; Potency, µM (highest dose often 46.1 µM), inactives show top-dose re-replication activation, hits mostly activators; 1.8% of 340,000 active; AID 624297, 2012; also: potency is read from the fitted curve at half-maximal effect; % of control where 0% means no effect; nearly all actives have a fitted effect of over 55% in size
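250 cells/well; 23 nL cpd via pin tool; 48 hr, 37 C, 5% CO2; Hoechst 40 min; imager read of total nuclear intensity, ex 405/em 500-530 nm.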
HT1080 IDH1KD tx: qHTS for induction of synthetic lethality in tumor cells producing 2HG: qHTS for the HT-1080-IDH1KD cell line. Potency, µM (series often up to 46.1 µM), for the others: top-dose activity, negative = toxicity, hits mostly cytotoxic. HT-1080 IDH1 knockdown viability, ATP luminescence, 48 h. 2% of 360,000 active;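 also: potency is read from the fitted curve at half-maximal effect; 0% = DMSO wells and -100% = cell-free medium wells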
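Viability of IDH1-knockdown HT-1080 fibrosarcoma cells was assessed by CellTiter-Glo after 48 h at 37 °C with titrated compound; concentration-effect curves were classified by fit quality and response size.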
MCF10A rereplic: A quantitative high throughput screen for small molecules that induce DNA re-replication in MCF 10a normal breast cells; Potency, µM (series often up to 46.1 µM), for the others: top-dose activity, positive = re-replication, most hits filed as activators; MCF 10A DNA re-replication, Hoechst nuclear intensity, 48 h; 2.9% of 350,000 active; also: potency is read from the fitted curve at half-maximal effect; % of control where 0% means no effect; nearly all actives have a fitted effect of over 50% in size
IL-1B inflam inh: qHTS for Inhibitors of Inflammasome Signaling: IL-1-beta AlphaLISA Primary Screen; THP-1 LPS/ATP IL-1B secretion, AlphaLISA, 16 h; active compounds read low; activity change, % at 57.5 µM; 4.7% of 360,000 active; in the data active = activity change below about -50%; inconclusive = mostly about -30% to -49%; also: % is scaled to controls: 0 for no effect and ±100 for the full control effect
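Secreted IL-1B measured by AlphaLISA bead assay after 16 h compound exposure of THP-1 cells; compounds (final up to 57.5 uM) added 1 h before LPS (250 ng/mL) and ATP (1.25 mM) stimulation; lower signal means less secretion.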
* marks the source's active call; other numbers are inactive results; ? = inconclusive; nt = not tested or not shown; & = joins results of further samples; [ ] = another dose, or the depositor's remark. Unless noted, calls follow the shape of the dose curve; as a rule, active = well fitted curve in the direction sought with a large enough effect; inconclusive = small, poorly fitted or top-dose-only effect, or another doubt; inactive = no such curve, though single readings can be large; an effect the other way counts as inactive or inconclusive.

SMILES | KB-V1 cytotox | DRD3 agonist | KB-3-1 tox | HEK293 tox | HT1080-NT tox | SW480 rerep | HT1080 IDH1KD tx | MCF10A rereplic | IL-1B inflam inh
CCN(CC)CCNC(=O)c1cn(CC)c2ccc(S(=O)(=O)N(C)C3CCCCC3)cc2c1=O | ? | -2.8&0.6 | -15.6%&-12.7% | -17.4%&-11.2% | -1.0% | ? | 0.7% | 4.5% | ?
CCOc1ccc(Cl)cc1/C=C1/C(=O)ON=C1C | 0.1% | 0.8 | 1.9% | -9.5% | 25.1% | -11.5% | 7.4% | 1.2% | -13.7
CC(C)(C)c1ccc(S(=O)(=O)N2CCN(CCC#N)CC2)cc1 | 7.0% | -3.3 | -21.8% | 2.5% | -3.0% | -1.3% | 0.6% | 0.2% | -7.1
CCC1([N+](=O)[O-])COC(c2ccc(C)cc2)OC1 (stereo unspecified) | -15.6% | -9.4 | 2.2% | -2.0% | 1.4% | 16.5% | -1.6% | -3.5% | -13.4
COc1ccccc1/C=N/NS(=O)(=O)c1ccccc1 | 6.8% | 0.7 | 1.0% | 3.1% | 2.3% | 34.6% | -8.8% | 14.9% | 23.3
Cc1ccc(CN(Cc2ccco2)C(=O)COc2ccc(Cl)cc2Cl)cc1 | ? | -11.8 | -28.2% | 7.0% | nt | nt | nt | nt | nt
C=CCN1C(=O)CSc2ccc(C(=O)NC3CCCCC3)cc21 | 9.2% | -3.1 | 26.4% | 7.1% | -8.9% | ? | -9.5% | -3.1% | -8.8
COc1ccc(CCc2nnc(CCC(=O)NCc3cnn(-c4ccccc4C)c3)o2)cc1 | -2.2% | -0.4 | 3.2% | 0.8% | 8.2% | 0.5% | 9.2% | -2.3% | 0.0
CCOC(=O)C(=O)C1=CN(Cc2ccccc2)C=C(C#N)C1 | ? | 0.7 | 1.2% | 7.3% | 18.0% | -8.3% | -0.1% | -0.3% | -0.4
COc1cc2c(c(OC)c1)C(c1cccc(OC)c1OC)CC(=O)N2 (stereo unspecified) | ? | -1.1 | -18.5% | 17.4% | 0.0% | -0.2% | -1.8% | 9.1% | 32.0

Continued, starting with the last two of the part before.
SMILES | KB-V1 cytotox | DRD3 agonist | KB-3-1 tox | HEK293 tox | HT1080-NT tox | SW480 rerep | HT1080 IDH1KD tx | MCF10A rereplic | IL-1B inflam inh
CCOC(=O)C(=O)C1=CN(Cc2ccccc2)C=C(C#N)C1 | ? | 0.7 | 1.2% | 7.3% | 18.0% | -8.3% | -0.1% | -0.3% | -0.4
COc1cc2c(c(OC)c1)C(c1cccc(OC)c1OC)CC(=O)N2 (stereo unspecified) | ? | -1.1 | -18.5% | 17.4% | 0.0% | -0.2% | -1.8% | 9.1% | 32.0
Cc1ccc(OCC(=O)Nc2ccc3c(c2)C(=O)N(CCC(=O)O)C3=O)cc1 | nt | -3.1 | nt | 8.3% | 7.1% | -6.8% | 11.1% | -0.4% | 2.8
Cc1c(S(=O)(=O)Nc2ccc3c(c2)OCCO3)cnn1C | -6.2% | -1.1 | -3.3% | 3.5% | 6.9% | -7.1% | 10.2% | -2.6% | 10.3
Cc1cccc(-n2nnnc2SCn2nnc3ccccc3c2=O)c1 | 13µM* | 4.0 | -7.7% | 2.4% | 6.3% | -0.9% | -5.3% | 18.2% | 9.0
CCCN1C(=O)/C(=C/c2ccc(C)s2)NC1=S | 1.0% | -5.9 | -3.3% | ? | -14.6% | -2.3% | -10.9% | -0.5% | 13.1
Cc1cc(-n2c(C)cc(C(=O)CN3C(=O)NC4(CCCCC4C)C3=O)c2C)no1 (stereo unspecified) | -12.1% | 3.6 | 11.3% | -13.2% | 5.1% | -1.6% | -3.2% | 26.0% | ?
Cc1ccc(COc2ccc(Br)cc2/C=N/O)cc1 | ? | -4.9 | -29.7% | ? | ? | 2.6%[9.22 µM] | ? | ? | -2.5
CN1CCN(C(=O)c2cn(-c3ccccc3)nc2-c2cccnc2)CC1 | -10.4% | -8.9 | -1.0% | -5.6% | 0.0% | ? | 2.2% | -3.1% | 13.8
O=C(O)CCC(=O)Nc1ccc(OCC(=O)O)cc1 | -1.1% | -1.1 | -1.7% | 5.3% | 0.0% | 12.5% | -5.2% | 2.2% | -3.1
COc1nc(-c2ccncc2)nc2ccccc12 | -10.8% | -24.1 | -2.8% | -5.2% | -21.2% | -2.8% | -22.7% | 3.3% | -29.9
Cc1ccc(C(CNC(=O)Nc2ccccc2)N2CCN(C)CC2)cc1 (stereo unspecified) | 2.5% | -9.8 | -25.5% | 16.0% | -4.3% | -1.1% | -4.6% | -4.7% | -19.3
Cc1ccnc(SCCn2c(N3CCC(C)CC3)nc3c2c(=O)n(C)c(=O)n3C)n1 | 0.0% | 5.1 | 2.8% | -7.3% | -1.4%[9.24 µM] | -2.9% | 4.0% | 0.4% | 47.7
CS(=O)(=O)N(CC(=O)N/N=C/c1cc2c(cc1Br)OCO2)c1ccccc1Br | 18.4µM* | 0.0 | ? | -0.1% | -2.2% | -5.7% | -12.1% | 1.2% | ?
Cc1ccc(CNC(=O)c2c(-c3ccc(F)cc3F)noc2C)o1 | -4.1% | -21.5 | 0.4% | 2.7% | nt | nt | nt | nt | nt
CCSc1ccc(-c2cc(NC=O)c3ncc(-c4cccc(C(=O)N(C)C)c4)n3c2)cc1 | ? | -12.0 | -0.1% | 0.4% | ? | nt | ? | nt | nt
CCOc1ccccc1OCC(=O)NNC(=O)Cn1cnc2c1c(=O)n(C)c(=O)n2C | 3.0% | 0.8 | -8.1% | -1.7% | 9.2% | -2.6% | 8.8% | -4.6% | 25.1
COc1cc(C(=O)O)ccc1OCC(=O)N1CCOCC1 | 23.6% | -1.3 | 3.5% | -8.3% | 12.7% | -2.2%[9.22 µM] | 19.3% | -2.1% | 10.0
Cc1ccccc1-c1noc(-c2ccc(NCc3ccco3)c([N+](=O)[O-])c2)n1 | ? | 3.5 | 12.0% | -0.9% | nt | nt | nt | nt | nt
COc1ccc(OC)c(NC(=O)Cc2csc(NC(=O)Nc3ccccc3OC)n2)c1 | ? | 2.8 | -21.5% | ? | -3.6% | 1.0% | -13.2% | ? | 9.1
Cc1c(C(=O)N/N=C/c2ccc(-c3ccccc3[N+](=O)[O-])o2)sc(N)c1C#N | -24.3% | -4.0 | -2.6% | -17.2% | ? | -78.2%[inhibitor] | ? | 14.2% | 52.2
Cc1c(Cl)cccc1NC(=O)Nc1ccc(C(N)=O)cc1 | 5.8% | 3.2 | -1.7% | 2.7% | 9.4% | 9.7% | 7.6% | -2.2% | 1.9
O=C(CSc1nc2ccccc2c(=O)[nH]1)Nc1cccc([N+](=O)[O-])c1 | 1.1% | -6.5 | 8.6% | 0.1% | -15.1% | -0.8% | -12.2% | 13.0% | 0.0
CCCS/C(N)=N/N=C/c1cc(C)ccc1O | ? | -10.5 | 0.0% | -16.0% | -28.2% | ? | ? | ? | -51.2*
C=CCc1ccccc1OCC(O)CN1CCN(c2ccccc2F)CC1 (stereo unspecified) | -21.0% | 28.3 | 12.4% | -19.3% | ? | 2.7% | ? | 5.6% | 3.3
CN(Cc1ccccc1)S(=O)(=O)c1ccc2[nH]c(=O)ccc2c1 | -4.7% | -5.2 | -7.1% | -2.6% | -12.3% | -5.9% | -9.2% | 2.3% | 0.0
COc1cccc(CN(C(=O)c2oc3ccccc3c2C)C2CCS(=O)(=O)C2)c1 (stereo unspecified) | 1.8% | 5.1 | 11.8% | 1.3% | nt | nt | nt | nt | nt
COc1ccc(Cc2n[nH]c(=O)c3ccccc23)cc1OC | ? | -1.2 | -7.2% | 0.8% | -6.8% | 0.5% | -8.3% | 0.8% | 37.8
Cc1cccc(C=Nc2ccccc2C(N)=O)c1 | 6.51µM* | -4.6 | 23.1µM* | -8.1% | 10µM* | 5.8µM* | 7.08µM* | 3.66µM* | 23.4
COc1ccc(/C=C/C(=O)OCC(=O)NCc2ccccc2)cc1OC | -25.7% | -11.0 | ? | -19.9% | -1.6%[9.24 µM] | 15.6% | ? | 23.1µM* | 0.0
COCC1CCN(C(=O)C2CCC(=O)N(C3CCCCCC3)C2)CC1 (stereo unspecified) | 0.2% | 1.1 | 21.5% | -4.9% | 3.0% | -9.1% | -1.0% | -1.7% | 0.0
CC(c1ccccc1)N1CNc2c(c(=O)n(C)c(=O)n2C)C1 (stereo unspecified) | 0.1% | -4.9 | 5.8% | 7.1% | 12.2% | -9.7%[9.22 µM] | 12.2% | 2.2% | 7.1
Cc1ccc(NC(=O)Cc2n[nH]c(=S)n2C)cc1 | 6.0% | 5.9 | -0.5% | -5.6% | 14.1% | 8.7%[1.84 µM] | 10.3% | ? | 1.0
COCc1c(C(=O)NC(C)c2ccc(S(N)(=O)=O)cc2)oc2ccccc12 (stereo unspecified) | -7.8% | -1.9 | ? | -6.4% | 13.3% | -5.1% | 5.2% | 1.1% | 7.7
Brc1cccc(C2CC(c3ccccc3)n3nnnc3N2)c1 (stereo unspecified) | -25.1% | 4.5 | -5.8% | -11.2% | -7.0% | 0.8% | -17.4% | 11.3% | -4.9
CCN(CC)C(=O)C1=C(C)N(CCCOC)C(=O)C(CC(=O)NCCc2ccccn2)C1 (stereo unspecified) | -10.3% | 2.0 | -4.1% | 0.6% | 19.1% | nt | -5.4% | nt | 25.4
COC(=O)[C@]12CCCCC=C1N(Cc1ccc(Cl)cc1Cl)C(=O)[C@H](CC(=O)NCc1ccccc1)C2 | 1.5% | 1.0 | ? | -5.8% | -28.3% | nt | -29.8% | nt | -17.8
